Casp6 inh – caspase-6 (human) enzyme inhibition. purified caspase-6, Z-VEID-R110 cleavage fluorescence. inhibition, % at 12.5 µM. 350,000 compounds, 0.53% hits;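 active = mean inhibition across replicates at least about 35%, with every replicate also reaching that limit, limit read from the data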;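 also: 0% = median of neutral control wells and 100% = no fluorescence left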
Target sequence (P55212 24-179 limits assumed): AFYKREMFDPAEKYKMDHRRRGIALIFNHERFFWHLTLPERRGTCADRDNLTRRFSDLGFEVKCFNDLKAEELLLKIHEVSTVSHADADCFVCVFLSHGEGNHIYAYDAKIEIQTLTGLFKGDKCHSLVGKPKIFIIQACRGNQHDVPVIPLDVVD
Target sequence (P55212 194-293 limits assumed): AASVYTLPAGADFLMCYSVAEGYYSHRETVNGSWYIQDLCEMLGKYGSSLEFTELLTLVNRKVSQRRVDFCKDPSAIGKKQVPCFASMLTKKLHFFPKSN
FN deposition inh – fibronectin deposition inhibition; inhibition, % at 12.6 µM; 350,000 compounds, 0.086% hits; AH1F fibroblasts, Alexa488-fibronectin deposition fluorescence, overnight;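 active = mean inhibition across replicates of 30% or more, regardless of how many single replicates reach that level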;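 also: positive control wells lacked labelled fibronectin entirely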
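Assay system: AH1F fibroblasts assembling fluorescent fibronectin matrix; Amount: 10000 AH1F cells per well; Buffer or medium: DMEM, 2% serum; Probe or stimulus: Alexa488-fibronectin, 24 nM final in well; Doses: single compound dose, delivered by pin transfer; Incubation: 1 h adhesion, overnight exposure; Measured by: fluorescence 485/525 nm; Read-out: fibronectin deposition inhibition.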
Cneo AK release – Cryptococcus neoformans lysis via adenylate kinase release; C. neoformans lysis, adenylate kinase release luminescence, 4 h; normalised: neutral wells 0, clomiphene wells 100; lysis activity, % at 15 µM; 360,000 compounds, 0.2% hits; AID 651654;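 active = mean lysis activity across replicates of at least 80%, whatever share of replicates individually reach that level; inactive = mean lysis activity below 80%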
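Assay system: Cryptococcus neoformans yeast cells / Dosing: single-point compound dose / Timing: 4 h at 37 °C static, read 1 h later / Measured by: luminescence of released adenylate kinase using an AK detection reagent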
EWS-Fli block – inhibitors of EWS/Fli oncoprotein transcriptional activity; AID 651661; inhibition, % at 12.6 µM; A673 NR0B1-luciferase reporter, viability-normalised; 350,000 compounds, 0.67% hits;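 active = mean inhibition of at least 50% after viability correction, with every replicate also passing that limit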;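 also: firefly luciferase signal divided by Alamar Blue viability fluorescence both relative to DMSO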
PAX8 reporter – inhibitors of PAX8 transcriptional activity in RMG-I cells; RMG-I TPO-luciferase reporter, SteadyGlo, 24 h; inhibition, % at 12.6 µM; 360,000 compounds, 1.2% hits; AID 652154;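 active = mean replicate inhibition at least 60% with every replicate also reaching 60%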;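 also: luciferase light reporting Pax8 driven TPO promoter activity; plate controls were median of neutral control wells for no effect and mitoxantrone controls for full effect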
PGC1a acetyl inh – modulators of PGC1a acetylation | inhibition, % at 15.6 µM | 350,000 compounds, 0.17% hits | U2OS PGC1a acetylation, AlphaScreen anti-acetyl-lysine; with virally co-expressed GCN5 acetyltransferase | AID 651687;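 active = every replicate shows inhibition of at least 40%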;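 also: 0% = neutral control wells and 100% = positive control wells; some results beyond the cut were filed as inactive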
LGR2 antag – Drosophila LGR2 receptor signaling inhibition | HEK293 LGR2, CRE-luciferase, bursicon-stimulated, 4 h | inhibition, % at 9.99 µM | 380,000 compounds, 0.35% hits;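 active = drop in luminescence signal, shown as inhibition above about 50% in the replicate tests, limit read from the data, passing the limit was not always enough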;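 also: agonist challenge used bursicon conditioned medium at about half maximal strength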
miR122 inh – inhibitors of miR-122 in Huh7 cells; activation (reporter increase), % at 12.5 µM; 340,000 compounds, 0.3% hits; Huh7 miR-122 Renilla luciferase sensor, 48 h; neutral wells = 0, positive control = 100;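 active = mean replicate activation score at least 90 and every replicate individually at or above 90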;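 also: higher luciferase means less miR-122 activity so hits act as miR-122 inhibitors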
* marks the source's active call; other numbers are inactive results; · = no result given; & = joins results of further samples; [ ] = another dose, or the depositor's remark.

Values run as follows: Casp6 inh	FN deposition inh	Cneo AK release	EWS-Fli block	PAX8 reporter	PGC1a acetyl inh	LGR2 antag	miR122 inh
1) Cc1csc(=O)n1CC(=O)OCC(=O)Nc1cc(S(=O)(=O)N2CCOCC2)ccc1Cl
    4	8	·	-2	·	·	-12	·
2) COc1cc(C(C(=O)NC2CCCCC2)N(C(=O)Cc2c[nH]c3ccccc23)c2ccccc2C)cc(OC)c1OC (stereo unspecified)
    ·	0	-1	·	-9	-12	26	-13
3) O=C1C2C(C(=O)N1/N=C/c1ccc([N+](=O)[O-])o1)C1C=CC2C12CC2 (stereo unspecified)
    ·	5	-1	·	20	-9	4	-8
4) O=c1c2cccnc2n(-c2ccccc2)n1Cc1c(Cl)cccc1Cl
    1	3	·	2	-15	4	2	·
5) N#C/C(=C(/O)Cc1ccccc1)P(=O)(c1ccccc1)c1ccccc1
    1	-1	2	1	9	3	6	1
6) O=C(O)CC1S/C(=N\N=C2CCCCCC2)N(c2ccccc2)C1=O (stereo unspecified)
    -1	-7	·	7	5	9	-21	·
7) COCCCN1C2=C(C(=O)CC(C)(C)C2)C(c2ccc(OC)c(OC)c2)C2=C1CC(C)(C)CC2=O
    1	10	-1	5	2	2	14	9
8) CCOc1ccc(NC(=O)CSc2nnc(-c3ccoc3C)n2CC2CCCO2)cc1 (stereo unspecified)
    ·	1	-3	·	-13	1	·	-1
9) CN(CC(=O)C(C(N)=O)c1ccccc1)c1ccccc1 (stereo unspecified)
    2	-7	9	-5	2	-8	-11	-3
10) C[C@H](NC(=O)C[C@H]1CC[C@@H](NC(=O)c2cccnc2)[C@@H](CO)O1)c1ccccc1
    0	1	-11	0	12	7	6	-4[16.7 µM]
11) Cc1ccc(NC(=O)CN(C)C(=O)c2ccc(Sc3nncn3C)c([N+](=O)[O-])c2)cc1
    4	-7	-2	-11	-6	3	14	·
12) O=C(OCc1ccc([N+](=O)[O-])cc1)c1cc2ccccc2oc1=O
    1	1	0	1	19	-8	·	-3
13) O=C(CSc1nnc(-c2ccco2)o1)NC1CCCCC1
    ·	-1	1	·	15	-10	·	4
14) Fc1ccc(-c2csc(NC3=NCCC3)n2)cc1
    -1	1	·	-35	-12	-1	-9	·
15) COc1ccc(NC(=O)CO/N=C/C(=O)Nc2ccccc2C)c([N+](=O)[O-])c1
    -1	0	-1	-48	-54	2	5	-5
16) O=Cc1c(-c2ccc(Cl)cc2)oc2ccc(O)cc12
    7	-3	-2	-77	-170	8	-98	-1
17) O=C(Cc1ccc([N+](=O)[O-])cc1)Nc1ccc(Cl)cc1
    -1	·	·	-8	-15	-18	-16	·
18) COc1cccc2c1OCC/C2=N\NC(=O)C(C)Oc1ccc([N+](=O)[O-])cc1 (stereo unspecified)
    3	14	·	-1	-9	·	-11	·
19) CN(CC(=O)Nc1cccc(F)c1)C(=O)c1cc(S(=O)(=O)N2CCN(c3ccccc3)CC2)ccc1Cl
    2	-4	-1	17	16	-3	6	9
20) Cc1cccc(C(=O)Nc2ccc3c(c2)nc(C)n3C)c1
    -3	-1	-14	8	-70	5	10	·
21) COc1ccc(S(=O)(=O)Nc2ccc3c(c2)C(=O)N([C@@H](C)CO)C[C@@H](C)[C@H](CN(C)CC2CCCCC2)O3)cc1
    2	·	-1	-4	5	1	-14	2[16.7 µM]
22) CC(C)C[C@H](NC(=O)c1ccccn1)C(=O)N1CCC[C@H]1C(=O)NCc1ccccc1
    1	-10	·	4	-2	·	-17	·
23) COC(=O)C1=C(C)N(Cc2ccc(F)cc2)C(=S)NC1c1ccccc1 (stereo unspecified)
    -1	9	·	8	5	·	-10	·
24) COc1cccc2c(O)c(-c3ccccc3)c(=O)[nH]c12
    0	-18	0	-18	4	-11	9	-2
25) Cc1cc(C)n(C(=O)c2ccc(S(=O)(=O)N3CCOCC3)cc2)n1
    -1	·	·	1	·	4	6	4
26) Cc1c(C(=O)N2CC3(CC(c4cccc(NC(=O)CC(c5ccccc5)c5ccccc5)c4)=NO3)C[C@@H]2C(N)=O)cc([N+](=O)[O-])cc1[N+](=O)[O-] (stereo partly specified)
    4	1	16	6	65*	·	11	·
27) CCNC(=O)Oc1ccc[nH]c1=O
    1	0	0	20	-10	5	-2	1
28) CC1CCc2nc(NC(=O)CCSc3ccccc3)sc2C1 (stereo unspecified)
    -6	4	3	7	-13	-5	-5	-7
29) C[C@H](CO)N1C[C@H](C)[C@H](CN(C)S(=O)(=O)c2ccccc2)Oc2ccc(NS(=O)(=O)c3ccc(Cl)cc3)cc2C1=O
    ·	·	1	14	5	-10	-9	-14[16.7 µM]
30) O=C(C[C@@H]1C[C@@H]2c3cc(NC(=O)C4CCOCC4)ccc3O[C@@H]2[C@@H](CO)O1)NCc1ccc2c(c1)OCO2
    0	·	-4	1	12	-2	2	3[16.7 µM]
31) COc1ccc(NC(=S)NC(=O)c2ccccc2)cn1
    2	·	2	·	-182	3	-54	-13
32) COc1ccc(CC(=O)Oc2ccc(Br)cc2F)cc1S(=O)(=O)N1CCOCC1
    0	10	-1	3	-9	·	-8	-3
33) CCCc1cc(=O)[nH]c(SCC(=O)NC2CC2)n1
    1	7	4	-7	11	·	7	·
34) O=C(C[C@H]1C=C[C@H](NS(=O)(=O)c2ccccc2)[C@@H](CO)O1)N1CCC(Cc2ccccc2)CC1
    0	·	·	11	8	-8	10	·
35) CS(=O)(=O)Nc1ccc(C(=O)Nc2ccccc2C(=O)NCc2ccco2)cc1
    4	·	-1	·	-10	·	-4	1
36) Cc1cccc(C2c3[nH]c4ccccc4c3CCN2C(=O)c2cc(-c3cccn3C)n[nH]2)n1 (stereo unspecified)
    0	·	2	26	49	·	-7	-11
37) CCc1nnc(NS(=O)(=O)c2ccc(NC(=O)c3ccc(C#N)cc3)cc2)s1
    3	3	0	2	13	-6	3	0
38) CCOC(=O)C1=C(c2ccccc2)NC(=S)NC1c1ccc(Cl)cc1 (stereo unspecified)
    2	1	·	0	1	·	23	·
39) Fc1cccc(-c2cc3nc4c(c(NCc5ccco5)n3n2)CCCC4)c1
    0	·	1	-99	·	-12	-54	-5
40) CCN(CC(=O)NCc1ccc(F)cc1)Cc1nc2ccccc2c(=O)[nH]1
    ·	-2	-1	·	11	-2	·	15
41) CN1C(=O)c2ccc(NC(=O)c3c(C(=O)O)cccc3[N+](=O)[O-])cc2C1=O
    -3	4	1	9	11	·	-5	-2
42) Cn1c(SCC(=O)NCc2cccs2)nnc1-c1ccc(S(=O)(=O)N2CCCC2)cc1
    ·	-6	1	·	·	-9	6	0
43) COC(=O)c1nc(-c2ccccc2)oc1N(C)C
    ·	-31	0	·	-2	·	·	0
44) C[C@H]1CN([C@@H](C)CO)C(=O)CCCn2nncc2CO[C@H]1CN(C)C(=O)C1CC1
    -2&-1	-7&-4	2&-4	10&-4	-27&-1	2&-2	18&-10	6
45) O=[N+]([O-])c1ccc(N2CCN(S(=O)(=O)c3ccccc3)CC2)cc1NCC1CCCO1 (stereo unspecified)
    ·	0	7	·	-15	·	-14	2
46) CSCC[C@H](NC(=O)c1ccc2ccccc2c1)C(=O)N1CCC2(CC1)NCCc1[nH]cnc12
    -30	-2	0	6	3	-3	1	-4
47) C[C@H]1CN([C@@H](C)CO)C(=O)Cc2cc(NS(=O)(=O)c3ccccc3)ccc2O[C@@H]1CN(C)Cc1ccncc1
    -1	-5	-2	-3	15	-3	-12	2[16.7 µM]
48) CC1(C(=O)NS(=O)(=O)c2cccc(F)c2)CCN1C(=O)c1cccc2ccccc12 (stereo unspecified)
    2	-11	10	-7	1	·	9	·
49) CCN1C(=O)[C@H]2[C@@H](c3ccc(-c4cccc(Cl)c4)cc3)N[C@@](C)(C(=O)OC)[C@H]2C1=O
    -5	19	0	9	-18	-9	·	-4
50) C1=C(CCNc2ncnc3nc[nH]c23)CCCC1
    -6	10	-1	-68	-64	5	20	-3
51) C/C(N)=C(/C#N)C(=O)COC(=O)c1cc(C)n(-c2ccc(F)cc2)c1C
    0	-4	-2	-104	-88	-18	·	9
52) CCN(CC)c1ccc(S(=O)(=O)N2CCCCC2)cc1NC(=O)C1=COCCO1
    6	4	-1	14	17	-5	7	-3
53) Cc1ccc(C(=O)N2CC(C)CC(C)C2)cc1NC1=NC2CS(=O)(=O)CC2S1 (stereo unspecified)
    -1	-5	4	-5	-8	·	-19	·
54) CC(C)NC(=O)N(C)C[C@H]1Oc2ccc(NC(=O)C3CCCCC3)cc2C(=O)N([C@H](C)CO)C[C@H]1C
    1	·	-7	3	-9	·	9	1[16.7 µM]
55) C[C@H]1CCCCO[C@@H](CN(C)C(=O)CCCN(C)C)[C@@H](C)CN([C@@H](C)CO)C(=O)c2cc(NC(=O)C3CCCCC3)ccc2O1
    -1	·	1	-7	·	-9	-3	3[16.7 µM]
56) Cc1ccc(S(=O)(=O)N2CCN(CC(O)c3ccccc3)CC2)cc1C (stereo unspecified)
    0	7	1	9	11	·	1	-1
57) O=C(NC(=S)N1CC=CCC1)c1ccccc1
    -2	-2	·	11	-10	·	6	·
58) CCC(=O)Nc1ccc2c(c1)C(=O)N(C)C[C@@H](OC)[C@@H](C)CN(CC1CCCCC1)[C@H](C)CO2
    ·	8	1	-1	·	5	-3	-12[16.7 µM]
59) O=C(COC(=O)c1cc([N+](=O)[O-])ccc1N1CCOCC1)c1ccccc1
    0	0	·	3	-6	·	-11	·
60) C[C@@H]1CN([C@H](C)CO)C(=O)Cc2cc(NS(=O)(=O)c3ccccc3)ccc2O[C@H]1CN(C)S(=O)(=O)c1ccc(F)cc1
    ·	·	-2	6	-1	1	-36	5[16.7 µM]

Single records (already shown). Screens in order: Casp6 inh, FN deposition inh, Cneo AK release, EWS-Fli block, PAX8 reporter, PGC1a acetyl inh, LGR2 antag, miR122 inh
CCCc1cc(=O)[nH]c(SCC(=O)NC2CC2)n1 is listed as 1, 7, 4, -7, 11, ·, 7, ·
Cc1ccc(S(=O)(=O)N2CCN(CC(O)c3ccccc3)CC2)cc1C (stereo unspecified) is listed as 0, 7, 1, 9, 11, ·, 1, -1
N#C/C(=C(/O)Cc1ccccc1)P(=O)(c1ccccc1)c1ccccc1 is listed as 1, -1, 2, 1, 9, 3, 6, 1
CCN(CC)c1ccc(S(=O)(=O)N2CCCCC2)cc1NC(=O)C1=COCCO1 is listed as 6, 4, -1, 14, 17, -5, 7, -3
CCOC(=O)C1=C(c2ccccc2)NC(=S)NC1c1ccc(Cl)cc1 (stereo unspecified) is listed as 2, 1, ·, 0, 1, ·, 23, ·

Continuation:
Values run as follows: Casp6 inh	FN deposition inh	Cneo AK release	EWS-Fli block	PAX8 reporter	PGC1a acetyl inh	LGR2 antag	miR122 inh
61) CC(=O)c1cccc(N(CC(=O)NC2CCCC2)C(=O)c2ccc(C)s2)c1
    -7	-2	0	5	1	·	-10	·
62) O=C(Nc1ccc(C(=O)N2CCN(c3ccc(F)cc3)CC2)cc1)C1=CSCCO1
    3	6	1	-14	-15	1	4	2
63) COc1cccc(-n2c(C)cc(/C=C3\C(=N)N4N=C(CC(=O)N5CCOCC5)SC4=NC3=O)c2C)c1
    ·	5	-1	10	6	-4	-6	-7
64) C/C=C/c1ccc2c(c1)O[C@@H](CN(C)C(=O)Cc1ccncc1)[C@@H](C)CN([C@H](C)CO)S2(=O)=O
    1	·	1	0	-5	-7	-7	-3[16.7 µM]
65) CN1CCN(c2oc(-c3ccco3)nc2S(=O)(=O)c2ccccc2)CC1
    ·	·	-1	·	·	2	3	5
66) COc1ccccc1CN1[C@@H]2c3cccc(=O)n3C[C@@H]2[C@@H](CO)[C@@H]1C(=O)NCc1ccccc1
    2	·	1	1	-3	-4	1	3[16.7 µM]
